# CSM14.1 death rescue: protection against thapsigargin-triggered cell killing – 384-well, CSM14.1, ATP luminescence, primary screen (AID 1222); CSM14.1 thapsigargin-induced death rescue, ATP luminescence; higher % means a stronger effect; cellular ATP content (survival), % at 20 µM; hits with a dose series show EC50 in µM; 190,000 tested, under 10 active;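 active = EC50 below 50 µM in the dose-response confirmation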;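 also: death triggered by thapsigargin at about 15 µM added after 2 h compound pretreatment; cell ATP read after overnight thapsigargin exposure of roughly 18 to 22 hours; normalized against plate controls of thapsigargin alone and 5% DMSO vehicle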
# Autophagy mod: alters autophagy in cells; MEF GFP-LC3 puncta imaging; test concentration mostly 10 µM; calls only at 10 µM (by protocol); hit rate 0.98% among 190,000; AID 463193;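 active = percentage of spot-positive cells more than 3 SD above its plate mean, without a fluorescence outlier flag or 80% toxicity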;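 also: spot-positive cell cutoff set from DMSO-treated cells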
# Lipid droplet: modulators of hepatic lipid droplet formation; hit rate 0.4% among 240,000; inhibition, % at 6.5 µM; AML12 mouse hepatocytes, oleate lipid droplets, BODIPY imaging;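 active = lipid droplet intensity inhibited by at least 50%, with more than 500 cells counted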
#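 Material – AML12 mouse liver cells · Also added – oleate loading, 100 µM · Compound dosing – 6.5 µM single-point dosing · Times – overnight treatment with compound plus oleate · Measured by – fluorescence imaging, 20x objective, two fields per well · Read-out – percent inhibition of filter-corrected integrated lipid droplet intensity per well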
# Ins promoter up: MIN6 insulin promoter up-regulation; MIN6 insulin promoter-GFP reporter, high-content imaging; hits give high values; z-score at 5 µM; hit rate 0.3% among 190,000;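 active = z-score above 3 at 5 µM with at least 500 cells counted in the well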
# b-catenin transl: beta-catenin nuclear translocation modulation; HeLa beta-catenin nuclear translocation, immunofluorescence imaging; nuclear translocation activity, % at 5 µM; hit rate 0.3% among 190,000; AID 1665;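 active = nuclear translocation activity above 50% at 5 µM, with a well cell count of 50 or more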;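 also: per-cell ratio of nuclear to cytoplasmic median beta-catenin stain intensity; plate controls were DMSO negative control for no effect and GSK-3 inhibitor IX positive control for full effect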
#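 Test system: human HeLa cells, native beta-catenin. Compound dosing: 5 µM primary single dose, 0.1% DMSO, 0.02–20 µM confirmation series. Incubation: compound exposure 24 h at 37°C. Detection: beta-catenin immunostaining with DAPI counterstain, 20x imaging, 6 fields/well. Read-out basis: Nuclear/cytoplasmic beta-catenin signal ratio, % activation.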
# MT stabilize HCS: microtubule stabilization, imaging screen; HeLa tubulin immunostaining HCS, 24 h; share of cells brighter than vehicle mean+2SD; % tubulin-high responders, % at 10 µM; hit rate 0.83% among 200,000; AID 2205;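 active = plate Z-score above 3 for both tubulin-high and condensed-nucleus cell shares, with cell loss under 80%, at 10 µM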;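 also: anti alpha tubulin signal scored within the nucleus-defined area of each cell; some results filed as inactive read as strong as hits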
# WT yeast gro inh: growth inhibition of WT yeast, mitochondrial fusion screen | mitochondrial fusion phenotypic screen, WT strain | inhibition, % at 10 µM | hit rate 2.1% among 190,000; in the data active = inhibition above about 58%; tested in S. cerevisiae
# XIAP displacement: XIAP antagonists, biochemical, IAP family, fluorescence polarization (AID 1018) | XIAP BIR domain, fluorescence polarization peptide displacement; higher % means a stronger effect | one-dose displacement, % at 20 µM; IC50 in µM for titrated hits | hit rate 0.007% among 200,000; in the data active = displacement above about 50%; also: a part of the inactive calls stands beside numbers as strong as those of hits
# Dynein cargo inh: blocks dynein driven cargo transport along microtubules; 3617.4 mouse cells, GR-EGFP nuclear translocation imaging; test concentration mostly 20 µM; stimulated with dexamethasone, 1 µM; hits give low values; z-score, hits read low; hit rate 0.47% among 220,000; AID 1381;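 active = plate z-score of nuclear minus cytoplasmic receptor signal below a set negative limit, without overly bright fluorescence or cell loss, cut at about -3.5 in these data, passing the limit was not always enough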;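 also: z-score of nuclear minus cytoplasmic ring GR-EGFP intensity difference per well; some compounds called inactive have numbers as strong as hits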
#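 Also added: dexamethasone, 1.0 µM final. Medium: tet-free, stripped-serum medium. Detection: fixed, Hoechst-stained cells imaged at 10x for EGFP. Read-out: nuclear-to-cytoplasmic GR-EGFP distribution per well. Times: induction 48 h, compound 1 h, agonist 30 min.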
# WT yeast gro inh mutant strain: further read-out of WT yeast gro inh, marked with its call; inhibition, %; mitochondrial fusion phenotypic screen, mutant strain inhibition
# Dynein cargo inh cytoplasmic EGFP: also measured in Dynein cargo inh; calls as there; z-score; measured here: cytoplasmic GR-EGFP intensity; hits give high values
# Dynein cargo inh nuclear GR-EGFP: further read-out of Dynein cargo inh, marked with its call; z-score; measured here: nuclear GR-EGFP intensity;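 lower value marks the stronger effect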
# Dynein cargo inh cell count: further read-out of Dynein cargo inh, marked with its call; z-score; measured here: cell count per field
# Ins promoter up cell count: recorded beside Ins promoter up, whose call it bears; cell count; measured here: cytotoxicity, nuclei count;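 total cells summed across four imaged fields per well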
# Lipid droplet cells 6.5 µM: also measured in Lipid droplet; calls as there; cell count; measured here: cell count, cytotoxicity flag;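 cells counted across two imaged fields per well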
# b-catenin transl cell count 5 µM: further read-out of b-catenin transl, marked with its call; cell count; measured here: cell count, cytotoxicity flag
# MT stabilize HCS Hoechst-high %: further read-out of MT stabilize HCS, marked with its call; % Hoechst-high responders; measured here: nuclear condensation Hoechst responders;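 share of cells brighter than vehicle mean plus two SD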
# MT stabilize HCS cytotoxicity %: recorded beside MT stabilize HCS, whose call it bears; toxicity, %; measured here: cytotoxicity by cell density;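 0% = mean cell density of plate MIN control wells and 100% = no cells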
# Autophagy mod cell loss 18 h: further read-out of Autophagy mod, marked with its call; toxicity, %; measured here: cell loss, nuclei count;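 cell loss after 18 h compound exposure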
# An asterisk follows results filed as active; i = inactive; / = not tested or not shown. No enrichment for hits (roughly 4% active in at least one column).
SMILES,CSM14.1 death rescue,Autophagy mod,Autophagy mod cell loss 18 h,Lipid droplet,Lipid droplet cells 6.5 µM,Ins promoter up,Ins promoter up cell count,b-catenin transl,b-catenin transl cell count 5 µM,MT stabilize HCS,MT stabilize HCS Hoechst-high %,MT stabilize HCS cytotoxicity %,WT yeast gro inh,WT yeast gro inh mutant strain,XIAP displacement,Dynein cargo inh,Dynein cargo inh cytoplasmic EGFP,Dynein cargo inh nuclear GR-EGFP,Dynein cargo inh cell count
COC1=Cc2c(ccc3ccc(=O)oc23)OC1(C)C,-2.0%,i,-13,15,765,0.38,1208,/,/,4.7,4.1,4.0,-6,-13,-5.4%,-0.15,-0.092,0.59,-0.18
O=C(Cn1nnc2ccccc21)OCC(=O)c1ccc(Cl)cc1,/,/,/,-5,639,1.2,876,1.9,1362,/,/,/,/,/,/,0.31,-0.64,-0.016,-0.23
COC(=O)c1cc(-c2c(C)nn(-c3ccccc3)c2C)n[nH]1,2.3%,i,6,8,707,0.07,1218,-1.6,1080,2.8,1.5,1.0,-13,3,-4.2%,-0.53,-0.29,-0.32,0.23
Cc1nn2c(N3CCN(C4CCCC4)CC3)cc(C(C)(C)C)nc2c1-c1ccccc1,3.8%,i,-2,-2,728,-1.5,928,-5.0,1248,4.2,2.5,4.1,15,2,-6.4%,-0.099,-0.15,-0.22,-0.17
CCOC(=O)c1cnn(-c2ccc(F)cc2)c1N,-1.0%,i,-9,5,719,/,/,1.7,1507,3.0,1.4,10.0,-8,-8,1.1%,0.69,-0.28,0.39,-0.24
Cn1c(C(=O)N2COCC2(C)C)cc2c(=O)n3ccccc3nc21,15%,i,16,/,/,0.14,1547,-1.4,1327,6.6,2.3,3.3,12,20,-5.3%,-0.34,-0.29,-0.04,0.93
O=C(Nc1ccccc1)c1ccc2ccccc2n1,-1.7%,i,16,-2,716,-0.48,1048,0.1,977,2.7,2.5,3.7,6,-9,-8.5%,-0.43,-0.23,-0.51,0.67
Cc1cccc(NC(=O)c2cc3n(n2)C(C(F)(F)F)CC(c2ccc4c(c2)OCO4)N3)c1 (stereo not drawn),-2.1%,i,1,-6,675,0.42,1043,/,/,4.3,2.7,6.4,67*,45*,0.1%,-0.3,-0.22,-0.28,-0.014
O=C(O)c1cc(-c2ccccc2)n(-c2ccccc2)n1,-0.6%,i,1,/,/,-0.15,1562,-2.5,1397,3.8,1.8,4.4,5,12,-4.2%,-0.59,-0.18,-0.97,-0.42
COc1ccc(Cn2ccnc2CO)cc1[N+](=O)[O-],-1.1%,i,-18,-6,652,-0.64,1629,1.2,1481,2.3,2.8,5.7,2,-2,-7.6%,-0.098,-0.26,0.15,0.74
CCO[C@@H]1OC(C(=O)NCc2ccccc2)=C[C@H](c2ccc3c(c2)OCO3)[C@H]1CCCO,0.9%,i,23,8,733,-0.24,1366,-3.8,1199,1.6,1.5,3.4,-3,4,-2.2%,-1.1,-0.32,-0.32,0.61
O=C1CN(C(=O)COC(=O)c2ccccc2O)c2ccccc2N1,/,/,/,-4,690,-0.16,962,-0.1,1295,/,/,/,/,/,/,-0.98,-0.21,-0.57,1.3
CC(C)CN(CC(C)C)S(=O)(=O)N1CCC(C(=O)NC2CCCCCCC2)CC1,2.5%,i,1,14,735,-0.63,1212,0.2,652,4.4,2.6,2.9,9,23,-1.7%,1,-0.051,1,0.28
O=C(Nc1ccc(N2CCN(C(=O)c3ccco3)CC2)c(Cl)c1)c1cc2ccccc2o1,-1.5%,i,3,24,763,-5,1069,3.9,1074,1.4,0.6,13,22,-3,-5.2%,1.3,-0.24,1.2,-0.82
CC(C)N(O)C(=O)NC(C)(C)C,/,i,0,-1,712,0.25,1181,-2.3,1117,2.2,1.8,10,-7,-12,-1.6%,2.8,-0.27,1.6,-2

# Taken from above.
# Reading of CCOC(=O)c1cnn(-c2ccc(F)cc2)c1N under XIAP displacement: 1.1%
# Reading of O=C(Nc1ccc(N2CCN(C(=O)c3ccco3)CC2)c(Cl)c1)c1cc2ccccc2o1 under WT yeast gro inh mutant strain: -3

# The listing continues.
SMILES,CSM14.1 death rescue,Autophagy mod,Autophagy mod cell loss 18 h,Lipid droplet,Lipid droplet cells 6.5 µM,Ins promoter up,Ins promoter up cell count,b-catenin transl,b-catenin transl cell count 5 µM,MT stabilize HCS,MT stabilize HCS Hoechst-high %,MT stabilize HCS cytotoxicity %,WT yeast gro inh,WT yeast gro inh mutant strain,XIAP displacement,Dynein cargo inh,Dynein cargo inh cytoplasmic EGFP,Dynein cargo inh nuclear GR-EGFP,Dynein cargo inh cell count
CC1=C(C(=O)OCC2CCCO2)C(c2ccc(O)cc2)NC(=O)N1 (stereo not drawn),-0.4%,i,13,/,/,/,/,0.8,1094,4.1,2.7,13,-3,-3,-7.9%,-0.91,-0.23,-0.32,0.87
COc1ccc(S(=O)(=O)N2CCN(C)CC2)cc1Br,2.1%,i,1,/,/,0.34,1288,-7.4,1034,1.5,1.3,5.1,3,-1,-2.3%,-0.17,-0.2,-0.26,0.55
O=C(Nc1ccc(-c2nc3ccccc3c(=O)o2)cc1)c1ccco1,-2.8%,i,-5,2,622,0.14,1460,-0.1,1167,6.1,2.1,6.6,-13,-9,-4.4%,-0.26,-0.26,-0.21,0.97
Cc1ccccc1C(=O)NC1CCN(CC(=O)Nc2nccs2)CC1,/,i,0,-35,445,0.31,999,-0.4,1041,3.4,2.3,23,-4,14,-2.3%,-0.21,-0.22,-0.17,-0.14
CCc1nc(N2CCC(C)CC2)c2oc3ccccc3c2n1,1.7%,i,1,/,/,-0.35,1099,-0.2,1175,2.3,1.2,7.9,73*,65*,1.8%,3.7,-0.13,0.93,-1.5
O=C1CC(c2ccccc2)CC(O)=C1C=Nc1ccc(O)cc1 (stereo not drawn),-1.4%,i,-26,15,657,0.4,1410,8.4,929,6.3,3.1,0.7,2,1,-5.0%,-0.11,-0.2,-0.05,-0.065
COc1cc(/C=N/NC(=O)CCn2cnc(-c3ccccc3)c2-c2ccccc2)ccc1O,4.0%,i,-25,28,662,-0.47,1373,4.0,1075,6.0,2.2,3.4,1,-14,-1.9%,-0.18,-0.13,0.019,-0.71
Clc1ccsc1-c1ccc2ccccc2n1,-0.4%,i,-2,4,719,/,/,-0.8,1147,1.4,0.7,4.5,-8,-4,1.6%,-0.042,-0.27,0.13,0.72
Cc1cccc(-c2c3c(=O)n(C)c(=O)n(C)c3cn2CCO)c1,-1.6%,i,6,/,/,1.1,1052,0.2,1189,2.9,2.2,8.2,-2,-2,-3.1%,-0.64,-0.2,-0.26,-0.092
O=c1c2ccccc2nnn1CCN1CCOCC1,-1.0%,i,12,-2,701,-0.65,1403,-1.1,1131,1.6,1.2,3.6,9,11,-2.0%,-1.3,-0.27,-0.52,1.3
Cc1ccc(S(=O)(=O)Nc2ccc3c(c2)nc(CN2CCCC2)n3C)cc1,-0.2%,i,-5,10,770,0.33,977,/,/,2.0,1.3,6.1,2,9,1.0%,-0.48,-0.13,-0.14,0.63
CCOC(=O)C1(CCOc2ccccc2)CCN(Cc2cnc(C)s2)CC1,2.3%,i,12,-25,623,/,/,-0.3,1027,3.7,1.5,4.8,-1,7,3.4%,0.28,-0.31,0.07,0.29
COc1cc(O)oc1C=Nc1ccc(Cl)cc1,-0.5%,i,1,/,/,-0.22,1507,1.1,1392,2.0,1.3,1.3,17,-1,-4.8%,2.2,-0.096,0.69,-1.8
Cc1cc(NC(=O)c2cc(CC(C)C)on2)n(-c2ccccc2)n1,-2.0%,/,/,-12,729,0.01,1164,0.2,1124,2.2,2.7,7.9,19,4,-3.2%,-0.64,0.13,-0.0034,-0.27
Cc1ccc(NC(=S)NCc2cccn2C)cc1,-1.1%,i,-4,13,815,1.5,796,/,/,1.7,1.7,1.2,-4,11,-4.1%,0.23,-0.11,0.51,-0.62
COc1ccc(C2/C=C\CN(C(=O)Nc3ccccc3-c3ccccc3)CC(=O)N2Cc2ccc(F)cc2)cc1 (stereo not drawn),/,/,/,3,725,0.31,1055,3.9,1292,/,/,/,/,/,/,0.27,-0.82,0.24,-0.11
CC(=O)c1c(C)[nH]c(C(=O)NC2CCCCC2)c1C,-0.8%,i,8,/,/,-0.78,1393,-0.9,834,5.4,2.5,8.9,-2,-6,-5.5%,-0.016,-0.14,0.28,-0.63
C=CCn1c(SCC(=O)c2[nH]c(C)c(C(=O)OCC)c2C)nc2scc(-c3ccc(OC)cc3)c2c1=O,0.6%,i,11,-27,598,0.37,1164,0.7,555,8.4,3.3,5.8,-11,-84,-67%,0.091,-0.3,-0.21,-0.3
O=C1Nc2ccccc2C1=Nc1ccc(-c2nnc3n2CCCCC3)cc1,1.9%,i,14,9,732,0.73,1277,-7.4,1243,4.7,3.9,13,1,-28,2.1%,-0.97,-0.21,-0.27,2.5
CCN(C(=O)c1c(N)cnn1C)c1ccccc1,1.5%,i,-10,3,715,-0.84,1330,-2.3,1079,1.9,2.3,3.6,0,13,-4.5%,-0.64,-0.16,-0.49,-0.059
O=C(Nc1ccc(Cl)cc1)Nc1ccc(N2CCOCC2)cc1,1.1%,i,-2,-2,709,0.54,1226,-0.1,1051,3.7,2.9,6.0,4,14,-7.3%,-0.85,-0.25,-0.88,1.4
Cc1ccc(Cl)cc1N1CCN(C(c2cccnc2)c2nnnn2C2CCCCC2)CC1 (stereo not drawn),-0.3%,i,5,-8,794,-0.4,1291,-8.1,1198,6.4,2.5,5.3,42,10,-8.5%,0.017,-0.37,0.16,-0.66
